# Screens as filed in PubChem BioAssay.
# Pf growth 96h – P. falciparum growth inhibition at 96 hours; P. falciparum luciferase reporter growth, 96 h; Potency, µM (top dose mostly 28.7 µM), inactives show at the top dose activity change, negative = inhibition, most hits filed as inhibitors; 6.9% of 320,000 active; further: potency means the concentration at half of the fitted maximal effect; on the % scale 0 is the no-effect control and ±100 the full control effect
#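 P. falciparum expressing integrated firefly luciferase, in erythrocytes at 2% hematocrit, 0.05% parasitemia, incubated with compounds 96 h at 37 C, 5% CO2. Growth inhibition read as loss of luminescence; two-generation exposure targets delayed-death apicoplast inhibitors.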
# Tb PYK inh – inhibitors of Trypanosoma brucei pyruvate kinase; Q57TT1; 0.12% of 410,000 active; Potency, µM (highest dose often 76.8 µM), for the others: at the highest dose activity, negative = inhibition, actives largely listed as inhibitors; TbPYK enzyme, Kinase-Glo Plus ATP luminescence, 45 min; further: potency means the concentration at half of the fitted maximal effect; on the % scale 0 is the no-effect control and ±100 the full control effect; nearly all actives have a fitted effect of over 50% in size
#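 ADP (130 uM final) triggers the TbPYK reaction after compound addition; incubation is 45 min at room temperature. Kinase-Glo Plus is then added and luminescence imaged. Normalized data are fitted to concentration-effect curves.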
# HCV inh – inhibitors of hepatitis C virus infection; 3.4% of 340,000 active; Huh7.5.1 HCVcc-Cre infection, luciferase reporter, 44 h; AID 651820; Potency, µM (top dose mostly 41.8 µM), without a hit: at the highest dose activity change, negative = inhibition, most hits filed as inhibitors; further: potency means the concentration at half of the fitted maximal effect; on the % scale 0 is the no-effect control and ±100 the full control effect
#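 Infectious HCV cell culture screen: compound-treated cells (1,000/well, pre-plated 4 h) are infected with HCVcc-Cre at roughly 0.5 moi and grown 44 h. Infection is quantified by luciferase signal after 15 min substrate incubation at room temperature.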
# Shiga inhibitor – Shiga toxin inhibition | Vero cells, Shiga toxin protein synthesis inhibition reporter | inhibition, % at 38.7 µM | 9.2% of 290,000 active | AID 2315; in the data active means inhibition mostly above about 28%, no sharp cut-off; inactive means mostly below about 43%; further: 0% is about no effect
# CHX counter – counter-screen for Shiga toxin inhibitors: cycloheximide protein synthesis inhibition; max response, %; cell reporter, cycloheximide protein synthesis inhibition counterscreen; 12% of 300,000 active; in the data active means max response mostly above about 13%, no sharp cut-off; inactive means mostly below about 14%; further: read at 38.3 µM for the half of the compounds with a filed dose; 0% is about no effect
# Pf growth 48h – inhibits P. falciparum growth in the first generation, 48 h. Potency, µM (series often up to 28.7 µM), without a hit: top-dose activity change, negative = inhibition, actives largely listed as inhibitors. 5.9% of 310,000 active. P. falciparum luciferase growth in erythrocytes, 48 h; further: potency means the concentration at half of the fitted maximal effect; on the % scale 0 is the no-effect control and ±100 the full control effect
#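 Cell-based growth assay: transgenic P. falciparum expressing firefly luciferase, cultured in red cells within RPMI 1640 containing 0.5% w/v Albumax, 24 mM bicarbonate and gentamycin. A drop in luciferase activity indicates inhibition.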
# LmPK inh – inhibitors of Leishmania mexicana pyruvate kinase | Potency, µM (series often up to 57.5 µM), for the others: at the top dose activity change, negative = inhibition, most hits filed as inhibitors | purified LmPK, Kinase-Glo ATP luminescence, 1 h | Q27686 | AID 1721 | 0.37% of 290,000 active; further: potency means the concentration at half of the fitted maximal effect; on the % scale 0 is the no-effect control and ±100 the full control effect
# Target sequence (Q27686 whole entry, looked up): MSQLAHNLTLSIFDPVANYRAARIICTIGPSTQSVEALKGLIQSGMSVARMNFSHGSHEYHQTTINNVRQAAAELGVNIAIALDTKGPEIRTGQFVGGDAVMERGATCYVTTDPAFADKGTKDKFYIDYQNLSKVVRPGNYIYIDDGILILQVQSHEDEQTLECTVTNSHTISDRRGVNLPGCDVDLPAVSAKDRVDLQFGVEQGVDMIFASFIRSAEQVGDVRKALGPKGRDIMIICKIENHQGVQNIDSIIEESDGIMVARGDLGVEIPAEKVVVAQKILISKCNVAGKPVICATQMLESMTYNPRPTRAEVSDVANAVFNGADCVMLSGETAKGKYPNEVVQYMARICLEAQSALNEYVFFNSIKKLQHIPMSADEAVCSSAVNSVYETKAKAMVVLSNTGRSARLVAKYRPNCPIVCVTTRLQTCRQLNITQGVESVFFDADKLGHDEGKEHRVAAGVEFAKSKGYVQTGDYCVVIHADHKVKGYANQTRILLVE
#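 Screened at intermediate enzyme activity to detect both inhibitors and activators: LmPK at 0.1 nM, with a 0.5 nM enzyme column as activation reference. PEP 0.5 mM, ADP 0.1 mM; ATP detected by luminescence after 1 h.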
# * = called active by the depositor; ? = inconclusive; . = not tested or not shown; & = joins results of further samples; [ ] = remark or other dose. Unless noted, the call rests on the fitted dose curve; in most records, active means well fitted curve in the direction sought with a large enough effect; inconclusive means small, poorly fitted or top-dose-only effect, or another doubt; inactive means no such curve, though single readings can be large; an effect the other way counts as inactive or inconclusive. Random draw from the library; any-hit rate near 24%.
SMILES,Pf growth 96h,Tb PYK inh,HCV inh,Shiga inhibitor,CHX counter,Pf growth 48h,LmPK inh
Cc1ccc(S(=O)(=O)N2CCN(Cc3cc4c(cc3Br)OCCO4)CC2)cc1,?,-4%,?,.,.,?,.
Cc1cc(F)ccc1S(=O)(=O)N1CCCOC1CNC(=O)C(=O)NCc1ccc2c(c1)OCO2 (stereo unspecified),0%,1%,-8%,7,-1,-9%,-2%
Cc1cc(C)n2nc(SCC(=O)c3ccc[nH]3)nc2n1,1%,-21%,7%,-2,-1,?,15%
CCCCN(C(=O)CN1C(=O)C2CC=CCC2C1=O)c1c(N)n(CCC)c(=O)[nH]c1=O (stereo unspecified),?,.,6%,5,1,0%,4%
CCn1nnc(NC(=O)COc2ccc([N+](=O)[O-])cc2)n1,21%,-4%,-4%,23,19*,6%,-2%
COc1ccc(C(=O)N/N=C/c2c(CO)cnc(C)c2O)cc1,?,-1%,-6%,13,-2,?,-2%
O=C(Nc1ccccc1C(=O)NCc1cccnc1)c1ccccc1F,?,-10%,3%,-1,-1,16%,3%
O=[N+]([O-])c1ccc(-c2nc(=S)c3c(o2)CCCC3)cc1,90%[activator],-2%,19%,16,12*,16%,-1%
CCc1cc2c(=O)c(-c3cnn(-c4ccccc4)c3)c(C(F)(F)F)oc2c(CN(C)C)c1O,.,2%,6%,-9,-2,6.6µM*,2%
O=C(CSc1nnc(-c2cccnc2)n1CCc1ccccc1)NCc1ccccc1,4%,-6%,20%,10,-2,-25%,-2%
CCN(CC)C(=O)Cn1cc(S(=O)(=O)CC(=O)N2CCCCCC2)c2ccccc21,-7%,-4%,14%,-12,1,-8%,5%[11.5 µM]
N#C/C(=C\c1ccccc1[N+](=O)[O-])C(=O)Nc1ccc(S(N)(=O)=O)cc1,4%,-5%,8%,-5,-3,-9%,2%
O=C(O)c1cc(NC(=O)c2ccc(Br)cc2)cc(NC(=O)c2ccc(Br)cc2)c1,63%[activator],-1%,12%,-6,-3,17%,-9%
COc1ccccc1N1CCN(C(C)C(=O)Nc2ccc(S(=O)(=O)N3CCOCC3)cc2)CC1 (stereo unspecified),?,1%,-10%,19,1,35%[activator],1%
CCOc1cccc2c1OC1(C)CC2NC(=O)N1c1cccc(F)c1 (stereo unspecified),11%,-18%,14%,-14,-1,60%[activator],1%
COc1ccc(NS(=O)(=O)c2ccc(OC)c(NC(=O)CCC3CCCC3)c2)cc1,-18%,-7%,-12%,-19,-3,6%,0%
CC(Oc1cc2oc(=O)c3c(c2cc1Cl)CCCC3)C(=O)NCc1ccccn1 (stereo unspecified),2%,0%,-30%,3,-1,3%,-5%
CC(C)Cn1c(-c2ccccc2F)n[nH]c1=S,.,?,?,-6,-3,4%,-7%
Cc1cccc(NC(=O)CCc2c(C)nc3ncnn3c2C)n1,.,0%,-2%,-8,-1,.,0%
CCc1nc2sc3c(c2c(=O)n1N)CC(C)(C)OC3,11%,2%,15%,14,1,5%,0%

# 6 structures from above, sorted by number of heavy atoms, highest first:
SMILES,Pf growth 96h,Tb PYK inh,HCV inh,Shiga inhibitor,CHX counter,Pf growth 48h,LmPK inh
O=C(CSc1nnc(-c2cccnc2)n1CCc1ccccc1)NCc1ccccc1,4%,-6%,20%,10,-2,-25%,-2%
CCN(CC)C(=O)Cn1cc(S(=O)(=O)CC(=O)N2CCCCCC2)c2ccccc21,-7%,-4%,14%,-12,1,-8%,5%[11.5 µM]
Cc1ccc(S(=O)(=O)N2CCN(Cc3cc4c(cc3Br)OCCO4)CC2)cc1,?,-4%,?,.,.,?,.
O=C(Nc1ccccc1C(=O)NCc1cccnc1)c1ccccc1F,?,-10%,3%,-1,-1,16%,3%
COc1ccc(C(=O)N/N=C/c2c(CO)cnc(C)c2O)cc1,?,-1%,-6%,13,-2,?,-2%
CCc1nc2sc3c(c2c(=O)n1N)CC(C)(C)OC3,11%,2%,15%,14,1,5%,0%

# Going on with the list.
SMILES,Pf growth 96h,Tb PYK inh,HCV inh,Shiga inhibitor,CHX counter,Pf growth 48h,LmPK inh
CCN=c1scc(C)n1/N=C/c1cc(Br)c(O)c(OC)c1,5.9µM*,-5%,?,37,14*,?,-9%
CC(C)CC1NC(=O)N(CC(=O)c2ccc3c(c2)OCCO3)C1=O (stereo unspecified),132%[activator],3%,-22%,135*,34*,99%[activator],3%
CC1CCc2nc(NC(=O)c3ccc(S(=O)(=O)N4CCCc5ccccc54)cc3)sc2C1 (stereo unspecified),?,1%,?,-4,-4,?,-2%
O=c1c([N+](=O)[O-])c(N2CCCCCC2)c2ccccc2n1-c1ccccc1,71%[activator],0%,-11%,-8,1,-18%,3%
CCn1c(C)c(C)c2cc(C(=O)NCCN3CCOCC3)ccc21,?,-2%,-19%,-13,-1,7%,6%
O=S1(=O)CCN(Cc2csc(-c3cccs3)n2)CC1,141%[activator],-29%,-4%,68*,31*,203%[activator],?
CCc1ccc(NC(=O)C(C)OC(=O)C2CCN(c3ccc(C(F)(F)F)cn3)CC2)cc1 (stereo unspecified),-5%,8%,14%,.,.,?,.
O=C(CCNC(=O)N1CCn2c1nc1ccccc12)NCc1ccc(F)cc1,0%,-4%,10%,13,-4,16%,0%
CN(C)C(=O)c1ccccc1Sc1cc(Cl)ccc1Cl,-5%,2%,-16%,-21,-4,20%,2%
COc1cccc(CNS(=O)(=O)c2c(C)nc3scc(C)n3c2=O)c1,-22%,-3%&1%,15%,-4,-2,-4%,6%
OC(CNCc1ccccc1Cl)C(F)(F)F (stereo unspecified),13%,-3%,20%,-3,-3,-39%[5.75 µM],4%
CN(Cc1cnn(C)c1)Cc1nc(C(c2ccccc2)c2ccccc2)no1,44%[activator],3%,9%,-3,-2,?,2%
O=C(CN1CCN(c2ccc(F)cc2)CC1)N1N=CCC1c1ccccc1 (stereo unspecified),?,4%,11µM*,-23,-2,1%,5%
O=C(c1cc(C2CC2)nn1-c1ccccc1)N1CCN(Cc2ccc(Cl)cc2)CC1,?,2%,7.1µM*,.,.,?,.
O=C1CC(c2cccc(F)c2)c2c(c3ccccc3[nH]c2=O)O1 (stereo unspecified),3%,-9%,6%,-10,-1,19%,-5%
CN(C(=O)COC(=O)C1CCN(S(=O)(=O)c2cccs2)CC1)c1ccccc1,20%,-1%,-11%,-9,-1,-27%,8%
O=S(=O)(N/N=C/c1ccc2c(c1)OCCO2)c1ccccc1,45%[activator],9%,.,60,20*,0%,0%
CCOC(Cn1c(CCCO)nc2ccccc21)OCC,0%,-3%,30%,-13,-1,.,7%
O=C(CCCc1c[nH]c2ccccc12)Nc1ncccc1O,?,-8%,-9%,20,-3,0%,-4%
FC(F)(F)c1cnc(NNC(=S)Nc2ccc(Cl)cc2)c(Cl)c1,7.4µM*,-6%,?,-4,13,?,-1%

# Continued, starting with the last two of the part before.
SMILES,Pf growth 96h,Tb PYK inh,HCV inh,Shiga inhibitor,CHX counter,Pf growth 48h,LmPK inh
O=C(CCCc1c[nH]c2ccccc12)Nc1ncccc1O,?,-8%,-9%,20,-3,0%,-4%
FC(F)(F)c1cnc(NNC(=S)Nc2ccc(Cl)cc2)c(Cl)c1,7.4µM*,-6%,?,-4,13,?,-1%
COc1ccc(N2CCN(C(CNS(=O)(=O)c3ccccc3)c3ccccc3)CC2)cc1 (stereo unspecified),-12%,4%,-26%,11,-3,-21%,-5%
COc1cccc(-c2cc(C(=O)N3N=C(C)CC3(O)C(F)F)c3ccccc3n2)c1 (stereo unspecified),-29%,5%,-5%,19,4,0%,-2%
Cc1ccc(S(=O)(=O)NCCCNS(=O)(=O)c2ccccc2)cc1,20%,2%,-11%,.,-3,42%[activator],4%
CCCCOC(=O)c1ccc(NC(=O)c2cnc3n(c2=O)CCS3)cc1,.,-5%,?,-14,-5,-27%,7%
CCN(CC)c1ccc(NC(=O)CN2C(=O)CC(C)(C)S(=O)(=O)c3ccccc32)c(C)c1,8.3µM*,-13%,8%&11%,10,0,?,4%
N=c1oc2ccccc2cc1C(=O)Nc1ccc(F)cc1,8%,-6%,26%,92*,29*,4%[0.00184 µM],-22%
O=C(CSC1=NS(=O)(=O)c2cc(Cl)ccc2N1)NCc1ccc(F)cc1,3%,-3%,33%[activator],.,.,4%,.
Cc1coc2c(C)c3oc(=O)c(CCC(=O)N(C)CC(=O)O)c(C)c3cc12,33%[activator],0%,12%,15,-6,7%,-5%
CCOC(=O)C1CCCCN1Cc1cn[nH]c1-c1ccc(F)cc1F (stereo unspecified),?,-1%,15%,-7,0,-11%,11%
Cc1ccc(NC(=O)CSc2nnc(Cc3cccn3C)n2-c2ccc(F)cc2)cc1,?,-3%,-29%&-13%,-15,7,?,1%
O=C1C2C3C=CC(C3)C2C(=O)N1c1nccs1 (stereo unspecified),.,6%,8%,-4,1,-7%,-3%
CN1CC[C@]2(c3cccc(O)c3)Cc3nc4ccccc4cc3C[C@H]2C1,.,.,.,-9,-8,.,-1%
O=C(c1ccc2c(c1)OCO2)C1CCCN(Cc2ccc3cccc(F)c3n2)C1 (stereo unspecified),18%,1%,?,-24,-1,-3%,-3%
CCCCn1c(O)c(C(C)=NCCN2CCOCC2)c(=O)[nH]c1=O,.,1%,21%,-14,0,7%,0%
CCOC(=O)c1sc(C)c2c(=O)n(CC(=O)c3ccc(Br)cc3)nnc12,36%[activator],-4%,-16%,48,18,0%,0%
Cc1ccc2c(c1C)NC(=O)C21N2CCCC2C(C(=O)c2ccc3ccccc3c2)C12C(=O)Nc1ccccc12 (stereo unspecified),9.3µM*,-2%,?,39,56*,9.3µM*,10%
CCCCn1c(N)c(N(CCC(C)C)C(=O)C2CCCO2)c(=O)[nH]c1=O (stereo unspecified),-3%,-6%,24%,.,.,-21%,.
O[C@@H]1COC(Nc2ccc(N=Nc3ccccc3)cc2)C[C@@H]1O (stereo partly specified),103%[activator],-5%,-15%,95*,62*,132%[activator],-4%
